p97 inhibitor: human p97 ATPase inhibition; P55072; recombinant p97 ATPase, Kinase-Glo ATP luminescence, 3 h; inhibition, % at 8 µM; hit rate 0.42% among 220,000; AID 1481; in the data active = inhibition above about 15%;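 note: 0% = DMSO vehicle and 100% = wells lacking enzyme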
PGE2 EP2 inh: blocks the human prostaglandin E2 receptor EP2; P43116; C6 glioma cells expressing human EP2, cAMP TR-FRET; cells stimulated with saturating PGE2; inhibition, % at 25 µM; hit rate 0.52% among 260,000;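 active = percent inhibition above 40 after rounding to a whole number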;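 note: rat C6 glioma host cells with rolipram phosphodiesterase inhibitor present; the protocol text gives 20 µM as final concentration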
Target sequence (P43116 whole entry, looked up): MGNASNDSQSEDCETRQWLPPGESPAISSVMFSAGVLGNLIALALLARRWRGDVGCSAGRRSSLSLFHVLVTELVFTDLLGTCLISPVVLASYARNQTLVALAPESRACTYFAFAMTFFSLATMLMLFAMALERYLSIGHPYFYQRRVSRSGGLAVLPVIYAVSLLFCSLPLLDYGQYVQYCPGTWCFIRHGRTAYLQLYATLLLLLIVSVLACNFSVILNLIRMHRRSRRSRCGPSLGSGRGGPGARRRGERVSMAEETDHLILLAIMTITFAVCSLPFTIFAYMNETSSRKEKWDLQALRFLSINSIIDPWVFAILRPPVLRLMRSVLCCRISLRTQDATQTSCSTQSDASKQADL
Tb hexokinase: T. brucei hexokinase 1 inhibition; inhibition, % at 10 µM; hit rate 0.11% among 220,000; AID 1430; recombinant TbHK1, G6PDH-coupled NADH A340;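 active = inhibition of 50% or more in the single-dose primary screen; inactive = inhibition below 50%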
Furin inh: human furin inhibition | P09958 | purified furin, fluorogenic substrate cleavage | inhibition, % at 30 µM | hit rate 0.061% among 220,000; in the data active = inhibition above about 25%; note: inactives centre near -15
RBBP9 inhibitor: inhibitors of human serine hydrolase RBBP9 | AID 1515 | O75884 | recombinant RBBP9, FP-Rh probe fluorescence polarization | inhibition, % at 7.94 µM | hit rate 0.2% among 220,000;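 active = inhibition above the campaign mean of all tested compounds plus 3 SD, cut at about 14% in these data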;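 note: plate controls were DMSO wells with RBBP9 for no effect and wells lacking RBBP9 protein for full effect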
Target sequence (O75884 whole entry, looked up): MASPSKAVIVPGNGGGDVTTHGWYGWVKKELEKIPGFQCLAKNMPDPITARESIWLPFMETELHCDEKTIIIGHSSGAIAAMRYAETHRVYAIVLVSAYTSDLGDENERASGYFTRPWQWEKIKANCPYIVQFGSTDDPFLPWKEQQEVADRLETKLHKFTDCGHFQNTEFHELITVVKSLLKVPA
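Assay system: recombinant human RBBP9; Reagent: Serine-hydrolase probe FP-Rh, 375 nM pre-mixing; Doses: 7.94 µM single dose, 0.794% DMSO; Incubation: 30 min then 45 min, 25 °C; Detection: fluorescence polarization (mP), excitation 525 nm, emission 598 nm; Evaluation: percent inhibition from mP, scaled between DMSO and no-protein wells.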
PPC-1+TRAIL kill: kills PPC-1 cancer cells in the presence of TRAIL; PPC-1 cells + TRAIL, ATPLite viability luminescence; cell killing (% activity), % at 4 µM; hit rate 0.41% among 220,000;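 active = cell killing above 50% in the first pass at 4 µM, then a duplicate retest at 5 µM averaging 50% or more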;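 note: plate controls were cells with TRAIL plus DMSO for no effect and medium-only wells lacking cells for full effect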
Ba/F3 V617F tox: lowers viability of Ba/F3 cells expressing EpoR and JAK2V617F; ATP luminescence; inhibition, % at 5.6 µM; hit rate 1.1% among 220,000; AID 1446;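 active = inhibition above the campaign mean plus 3 SD over all tested compounds, cut at about 24% in these data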;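 note: cytokine-independent growth of Ba/F3 cells driven by EpoR plus mutant JAK2; 0% = DMSO-treated cells and 100% = JAK inhibitor I control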
BaF3 tox: counter-screen for JAK2V617F inhibitors: parental Ba/F3 viability inhibitors; CellTiter-Glo ATP luminescence; inhibition, % at 5.6 µM; hit rate 1.1% among 220,000;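 active = inhibition above a per-campaign cutoff, the mean inhibition of all tested compounds plus 3 SD, cut at about 27% in these data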;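 note: 0% = DMSO wells and 100% = JAK Inhibitor I control wells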
NCF1 inh: blocks human p47phox regulatory protein of NADPH oxidases; p47phox/p22phox peptide binding, fluorescence polarization, 2 h; hit rate 0.53% among 220,000; inhibition, % at 24.7 µM; AID 1274; P14598;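 active = inhibition above about 30%, limit read from the data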;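 note: 0% = p47phox with labelled peptide and 100% = labelled peptide alone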
Target sequence (P14598 whole entry, looked up): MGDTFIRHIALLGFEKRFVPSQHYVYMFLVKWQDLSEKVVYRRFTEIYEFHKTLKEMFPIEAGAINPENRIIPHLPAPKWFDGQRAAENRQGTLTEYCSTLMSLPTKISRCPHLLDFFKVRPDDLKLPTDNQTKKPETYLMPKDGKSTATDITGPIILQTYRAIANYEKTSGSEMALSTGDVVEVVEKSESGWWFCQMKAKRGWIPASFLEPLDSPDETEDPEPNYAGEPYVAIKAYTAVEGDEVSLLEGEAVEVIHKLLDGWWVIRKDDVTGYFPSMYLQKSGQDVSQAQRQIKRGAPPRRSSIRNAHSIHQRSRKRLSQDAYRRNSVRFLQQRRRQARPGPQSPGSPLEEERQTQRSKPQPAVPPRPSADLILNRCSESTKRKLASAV
Numbers without * were called inactive; · = no result given; & = joins results of further samples; [ ] = dose if it differs, or a comment.

Preview (4 entries):
Every second line gives: p97 inhibitor | PGE2 EP2 inh | Tb hexokinase | Furin inh | RBBP9 inhibitor | PPC-1+TRAIL kill | Ba/F3 V617F tox | BaF3 tox | NCF1 inh
COC(=O)c1ccsc1NC(=O)c1ccccc1
    7 | 7 | -10 | -23 | -6 | -4 | -1 | 3 | -7
C=CCN(c1ccccc1Cl)S(=O)(=O)c1cc(C(=O)N2CCCC2)ccc1Cl
    0 | 17 | -9 | -3 | -5 | 1 | -2 | 7 | 6
Cn1c(=O)c(=O)n(C)c2cc(S(=O)(=O)NCCOc3ccccc3)ccc21
    0 | 3 | -11 | -9 | -4 | 24 | 0 | -1 | 4
COc1ccc(C2CC(=O)c3cnc(NC(=O)c4ccccc4)nc3C2)c(OC)c1 (stereo unspecified)
    5 | 17 | -2 | -13 | -8 | 0 | 1 | 3 | -12

Main list (from the top)
Every second line gives: p97 inhibitor | PGE2 EP2 inh | Tb hexokinase | Furin inh | RBBP9 inhibitor | PPC-1+TRAIL kill | Ba/F3 V617F tox | BaF3 tox | NCF1 inh
COC(=O)c1ccsc1NC(=O)c1ccccc1
    7 | 7 | -10 | -23 | -6 | -4 | -1 | 3 | -7
C=CCN(c1ccccc1Cl)S(=O)(=O)c1cc(C(=O)N2CCCC2)ccc1Cl
    0 | 17 | -9 | -3 | -5 | 1 | -2 | 7 | 6
Cn1c(=O)c(=O)n(C)c2cc(S(=O)(=O)NCCOc3ccccc3)ccc21
    0 | 3 | -11 | -9 | -4 | 24 | 0 | -1 | 4
COc1ccc(C2CC(=O)c3cnc(NC(=O)c4ccccc4)nc3C2)c(OC)c1 (stereo unspecified)
    5 | 17 | -2 | -13 | -8 | 0 | 1 | 3 | -12
Cc1ccc2nc(C3CCCN3Cc3nc(CCC(C)C)no3)[nH]c2c1 (stereo unspecified)
    1 | 4 | -9 | -30 | -4 | -8 | -1 | 6 | -5
Cc1onc(-c2c(F)cccc2Cl)c1-c1nnc(-c2cccc3ccccc23)o1
    1 | 13 | -10 | -22 | 5 | 0 | -2 | -5 | -11
CN(CCO)CC(O)CN(c1ccccc1)c1ccccc1 (stereo unspecified)
    4 | 11 | -4 | -5 | -3 | 3 | -5 | -7 | -4
COc1ccc(-n2ncc(Cl)c(Cl)c2=O)cc1
    3 | 12 | -8 | -25 | 2 | 19 | 9 | -9 | 0
COc1ccc(CNC(=O)/C=C/c2cc([N+](=O)[O-])ccc2OC(F)F)cc1
    1 | 11 | -5 | -15[20 µM] | 0 | 9 | -5 | -2 | -6
CCSc1nnc(-c2cc(Br)ccc2N=Cc2c(C)[nH]n(-c3ccccc3)c2=O)c(=O)[nH]1
    -2 | 6 | -19 | -13 | 2 | 27 | -2 | 3 | -12
CCC(C)(C)n1nnnc1C(c1cc2ccc(OC)cc2[nH]c1=O)N1CCCCC1 (stereo unspecified)
    5 | 6&3 | -37 | -10[20 µM] | 2 | -14 | -3 | 1 | -3
COCCN=C1OC(=O)N2C(=O)C3=C4[C@@H](C[C@H]5C(=O)N(c6ccccc6)C(=O)[C@H]5[C@H]4[C@@]12Cc1ccccc1)[C@H]1C(=O)N(c2ccccc2)C(=O)[C@H]1[C@H]3C
    · | 8 | -8 | -27 | · | 9 | · | · | -16
O=C(Nc1ccc(S(=O)(=O)N2CCOCC2)cc1)c1ccco1
    -1 | 6 | -1 | -26[20 µM] | -1 | 6 | 1 | 7 | -20
Cc1sc2nc(C)n(/N=C/c3ccccc3O)c(=O)c2c1C
    -2 | 6 | -3 | -8[20 µM] | -12 | 1 | 0 | 4 | 1
Cn1c(NC(=O)c2ccco2)c(-c2ccccc2)c(=O)c2ccccc21
    5 | 11 | -31 | -3 | -3 | 8[5 µM] | -1 | 5 | -21
O=C(NC1CC1)c1c[nH]c2ccc(S(=O)(=O)Nc3cccc(C(F)(F)F)c3)cc2c1=O
    -4 | 17 | 0 | -14 | -9 | 5 | 3 | 10 | -1
CN(C)S(=O)(=O)c1ccc(C(=O)N2CCN=C2SCc2ccccc2)cc1
    -3 | 5 | 8 | -13 | -7 | 28 | 1 | 1 | -1
CCCCn1c(-c2ccccc2)nnc1-c1ccccc1
    -1 | 12 | 6 | -33 | -4 | 16 | -2 | 5 | -5
COc1ccc(N2CCCn3c2nc2c3c(=O)n(Cc3ccccc3)c(=O)n2C)c(OC)c1
    0 | 3 | -6 | -25 | -5 | 10 | -1 | 1 | -1
O=C(NCc1ccccc1)c1cc[n+](CC(=O)c2cccs2)cc1
    -1 | 6 | 7 | -16 | -8 | 6 | 4 | -4 | -7
Cc1ccc(C(=O)NNC(=O)C2CCN(c3nccc(C)n3)CC2)cc1
    -1 | 3 | -4 | -14 | -3 | -24 | 3 | 0 | -13
S=C(NCCc1ccncc1)Nc1cccc2ccccc12
    4 | 6 | 0 | -21 | -7 | 11 | 1 | 3 | ·
Cc1cc(NC(=O)C2CCCO2)ccc1Br (stereo unspecified)
    1 | 2 | -5 | -23 | 1 | -1 | 2 | 8 | -5
CCc1ccc(C(=O)NC(CCSC)C(=O)O)cc1 (stereo unspecified)
    0 | 7 | -4 | -9 | 2 | 28 | -2 | 3 | 3
CCOC(=O)C1CCCN(c2c(NCCc3ccccc3)c(=O)c2=O)C1 (stereo unspecified)
    5 | 8 | -10 | 2 | -1 | -18 | -1 | -5 | -5
CCc1nn2c(N3CCOCC3)cc(C)nc2c1-c1ccc(F)cc1
    5 | 10 | -17 | -17[20 µM] | 4 | 18 | -3 | 4 | -10
COc1ccc(C(=O)Nc2ccc([N+](=O)[O-])cn2)cc1OC
    3 | 5 | -22 | -7 | -4 | 16 | -2 | 6 | -9
CC(=O)Nc1ccc(OCC(O)Cn2nc(C)nc2C)cc1 (stereo unspecified)
    2 | 17 | -2 | -16[20 µM] | 12 | -4 | -4 | -1 | -20
CC1(C)CC(=O)c2cc(C(=O)NCc3ccco3)c(=O)n(-c3ccc(Cl)cc3)c2C1
    -2 | 7 | -17 | -14[20 µM] | -3 | 37 | 5 | 9 | -4
CCN(CC)S(=O)(=O)c1ccc(OC)c(NC(=O)c2cccc([N+](=O)[O-])c2C)c1
    -8 | 10 | 7 | 6[20 µM] | -5 | · | 8 | 4 | ·

Another view of three compounds above:
CCc1ccc(C(=O)NC(CCSC)C(=O)O)cc1 (stereo unspecified)
  p97 inhibitor: 0; PGE2 EP2 inh: 7; Tb hexokinase: -4; Furin inh: -9; RBBP9 inhibitor: 2; PPC-1+TRAIL kill: 28; Ba/F3 V617F tox: -2; BaF3 tox: 3; NCF1 inh: 3

CCOC(=O)C1CCCN(c2c(NCCc3ccccc3)c(=O)c2=O)C1 (stereo unspecified)
  p97 inhibitor: 5; PGE2 EP2 inh: 8; Tb hexokinase: -10; Furin inh: 2; RBBP9 inhibitor: -1; PPC-1+TRAIL kill: -18; Ba/F3 V617F tox: -1; BaF3 tox: -5; NCF1 inh: -5

CCc1nn2c(N3CCOCC3)cc(C)nc2c1-c1ccc(F)cc1
  p97 inhibitor: 5; PGE2 EP2 inh: 10; Tb hexokinase: -17; Furin inh: -17[20 µM]; RBBP9 inhibitor: 4; PPC-1+TRAIL kill: 18; Ba/F3 V617F tox: -3; BaF3 tox: 4; NCF1 inh: -10

Next compounds
Every second line gives: p97 inhibitor | PGE2 EP2 inh | Tb hexokinase | Furin inh | RBBP9 inhibitor | PPC-1+TRAIL kill | Ba/F3 V617F tox | BaF3 tox | NCF1 inh
Cc1ccc(-c2nn(-c3ccccc3)cc2NC(=O)CCl)cc1
    16* | 9 | 1 | -5 | 2 | 28 | -2 | 2 | -13
COc1cc(NC(=S)NC2CC2)c(OC)cc1Cl
    4 | 4 | 29 | -12 | 0 | 0 | -3 | 3 | -5
Cc1ccc(-n2c(SCC(=O)NCC3CCCO3)nc3c(c2=O)SCC3)cc1 (stereo unspecified)
    4 | 10 | -21 | -6 | -4 | 6 | 2 | 4 | 5
CCOc1cc(NC(=S)NCc2ccco2)c(OCC)cc1NC(C)=O
    0 | 5 | -6 | -22 | 0 | 8 | -2 | 4 | -15
COc1ccc(-c2onc(C)c2-c2cnn(-c3ccccc3)c2)c(O)c1C
    6 | 3 | -6 | -10 | -3 | 14 | -2 | 2 | -10
CCn1c(SCC(=O)Nc2ccc(C)cc2)nc(O)cc1=O
    5 | 8 | 0 | -27 | -9 | 1 | -4 | 5 | -66
Cn1c(N)c(C(=O)COC(=O)C2CC(O)CN2S(=O)(=O)c2ccc(Cl)cc2)c(=O)n(C)c1=O (stereo unspecified)
    2 | 2 | -8 | -23 | 7 | 9 | -1 | -8 | -7
COc1ccc(NC(=O)CN2C(=O)C(c3ccccc3)=NC23CCCCCC3)cc1OC
    9 | 3 | -7 | -18 | -3 | 8 | -4 | 0 | -13
O=[N+]([O-])c1ccc(Oc2ccc(F)cc2Br)c2ccncc12
    6 | 9 | 3 | -16[20 µM] | -2 | 24 | -7 | -4 | -3
O=C(NCCN1CCN(c2ccccc2)CC1)c1ccc(NC(=O)C2CCCO2)cc1 (stereo unspecified)
    2 | 12 | -5 | -14[20 µM] | 1 | 23 | -3 | -1 | -14
O=C1C2C3C=CC(C3)C2C(=O)N1CNc1ccccc1 (stereo unspecified)
    2 | 13 | 1 | -9[20 µM] | -6 | 26 | 6 | 6 | -2
O=C(CN(CC1CCCO1)S(=O)(=O)c1ccc(S(=O)(=O)NCC2CCCO2)cc1)Nc1ccccc1 (stereo unspecified)
    -3 | 4 | -1 | -7[20 µM] | 0 | -2 | -3 | 0 | -4
CCCCN1C(=S)NC[C@@H]1Cc1cccc2ccccc12
    · | 14 | 3 | -24 | · | 5 | · | · | -15
O=C1N(Cc2ccc3c(c2)OCO3)c2ccccc2C1(O)c1c[nH]c2ccccc12 (stereo unspecified)
    1 | · | 2 | -14 | -7 | 16 | 3 | 9 | -18
Cc1c(Cl)cccc1NC(=O)CNc1cccc(S(=O)(=O)N(C)C)c1
    0 | 7 | 35 | -11 | -13 | -2 | -2 | 6 | -1
COc1cccc(OCCCOc2ccc([N+](=O)[O-])cc2Cl)c1
    0 | · | 0 | -7[20 µM] | -5 | 1 | 2 | 7 | -16
O=C(Nc1nnc(-c2ccc3c(c2)CCCC3)o1)c1ccccc1Cl
    2 | 7 | -4 | -17 | 2 | 10 | -2 | 4 | -5
Cc1[nH]c(=O)[nH]c(=O)c1S(=O)(=O)N(C)Cc1ccccc1
    2 | -4 | 2 | -19 | -6 | 11 | 4 | 1 | -8
C=CCNCC(=O)Nc1sc2c(c1C(=O)Nc1ccc(OC)cc1OC)CCC2
    2 | 12 | -7 | -23 | 3 | 30 | 0 | 0 | -15
COCCN1C(=O)C(=O)/C(=C(/O)c2ccc(S(=O)(=O)N3CCOCC3)cc2)C1c1ccc(C(C)C)cc1 (stereo unspecified)
    2 | 9 | -4 | -13[20 µM] | 7 | 8 | -3 | -3 | -10
Cc1cc(=O)oc2cc(Oc3ccc([N+](=O)[O-])cc3C(F)(F)F)ccc12
    -2 | 18 | -10 | -18[20 µM] | 0 | · | -1 | 0 | ·
COc1cccc2cc(C(=O)N3CCN(c4ncccn4)CC3)c(=O)oc12
    -5 | 7 | -4 | -3[20 µM] | -12 | -6 | 2 | 0 | 6

An excerpt. The share of hits here may be higher or lower than overall.
